# Pf Dd2 inh = P. falciparum Dd2 growth inhibitors, primary screen, SYBR Green fluorescence, single dose replicates | 72 h; active compounds read low | activity change, % at 10 µM | actives 2.3% (n = 94,000) | AID 1159554, 2015; in the data active = activity change below about -80%; inconclusive = no clear call, values can overlap the other calls
# C diff growth = C. difficile growth inhibitors, primary screen, HTS. Clostridium difficile clinical isolate growth, OD600, 24 h; active compounds read low. growth activity, negative = inhibition, % at 16 µg/mL (by protocol). actives 0.25% (n = 86,000);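 active = mean growth activity at or below -80% and every replicate also at or below -80%; inconclusive = mean at or below -80% but some replicate above -80%; inactive = mean growth activity above -80%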;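 note: 0% = DMSO wells and -100% = levofloxacin 16 µg/mL wells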
# Tcruzi prolif = T. cruzi intracellular proliferation inhibitors, primary screen, cell-based, beta-gal Tulahuen parasites, NIH3T3 host, luminescence; T. cruzi beta-gal in NIH3T3, GalScreen luminescence, 90 h; inhibition, % at 8.34 µM; actives 5.9% (n = 77,000);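 active = mean inhibition above about 93%, with at least 55% of replicates each passing it, limit read from the data, passing the limit was not always enough; inconclusive = only one of those two conditions holds; inactive = neither condition holds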
# KDM4C inh = inhibitors of GASC-1 (KDM4C) histone demethylase, primary screen, biochemical, single concentration HTS; GST-KDM4C 2-372, H3K9me3 peptide, LANCE TR-FRET; inhibition, % at 12.5 µM; actives 0.15% (n = 96,000); AID 720574, 2013;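 active = mean replicate inhibition above about 25%, with at least 55% of replicates also reaching it, limit read from the data, passing the limit was not always enough; inconclusive = only one of those two conditions met; inactive = neither condition met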
# Target sequence (Q9H3R0 2-372 limits assumed): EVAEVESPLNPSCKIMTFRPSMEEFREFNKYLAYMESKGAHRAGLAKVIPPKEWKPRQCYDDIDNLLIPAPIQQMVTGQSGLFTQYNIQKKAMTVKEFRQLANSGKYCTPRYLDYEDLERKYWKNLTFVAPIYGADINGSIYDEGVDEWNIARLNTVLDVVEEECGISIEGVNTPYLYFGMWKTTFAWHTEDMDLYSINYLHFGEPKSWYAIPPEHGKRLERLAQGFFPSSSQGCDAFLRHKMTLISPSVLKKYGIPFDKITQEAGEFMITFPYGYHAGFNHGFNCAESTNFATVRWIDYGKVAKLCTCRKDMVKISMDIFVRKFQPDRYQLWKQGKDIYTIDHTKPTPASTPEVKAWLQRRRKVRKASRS
#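 reagent = H3K9me3 peptide substrate, Fe(II), 2-oxoglutarate | system = GST-tagged GASC-1 (JMJD2C) catalytic fragment, aa 2-372 | amount = enzyme final amount 10 nM | read-out = Fall in 671/618 emission ratio as inhibition | medium = HEPES buffer, pH 7.5, plus ascorbate | schedule = 30 min reaction, 60 min detection, RT | measured by = LANCE TR-FRET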
# The depositor's hits bear a star; ? = inconclusive; . = not tested or not shown; & = joins results of further samples.
1) O=C(C1CCC1)N1CCCCN2[C@H](C1)[C@H](c1ccc(C#CC3(O)CCCC3)cc1)[C@@H]2CO
2) C[C@@H]1CN([C@@H](C)CO)C(=O)c2cccc(NS(=O)(=O)c3cccs3)c2O[C@@H]1CN(C)C(=O)Nc1cccc2ccccc12
3) CO[C@H]1CN(C)C(=O)c2ccc(NC(=O)C3CCOCC3)cc2OC[C@H](C)N(C(=O)c2ccccc2)C[C@@H]1C
4) C[C@@H]1CN([C@@H](C)CO)C(=O)c2cc(N(C)C)ccc2O[C@@H](C)CCCCO[C@H]1CN(C)S(C)(=O)=O
5) Cc1ccc(S(=O)(=O)Nc2ccc3c(c2)CC(=O)N([C@@H](C)CO)C[C@@H](C)[C@H](CN(C)S(=O)(=O)c2ccc(F)cc2)O3)cc1
6) CCCNC(=O)N1CC2(C1)[C@H](c1ccccc1)[C@@H](CO)N2CC1CCOCC1

assay / compound	1	2	3	4	5	6
Pf Dd2 inh	28	-27	2	16	-45	9
C diff growth	-4	.	5	0	-8	-3
Tcruzi prolif	73	-91	.	21	-17	.
KDM4C inh	0.4	-0.9	.	8.9	1.5	0.0

7) O=C(Nc1ccc(Cl)cc1)N1C[C@@H]2[C@H](c3ccccc31)[C@H](CO)N2CC1CCCCC1
8) COc1cccc(-c2ccc3c(c2)[C@@H]2[C@@H](CCN2C(=O)NC2CCCC2)[C@@H](CO)N3C)c1
9) Cc1noc(C)c1S(=O)(=O)N(C)C[C@H]1Oc2c(cccc2N(C)C)C(=O)N([C@@H](C)CO)C[C@@H]1C
10) C[C@@H]1CN([C@H](C)CO)C(=O)c2cc(NC(=O)CCC(F)(F)F)ccc2O[C@@H](C)CCCCO[C@H]1CN(C)C(=O)CCC(F)(F)F
11) CN(C)C(=O)[C@H]1[C@H](CO)[C@H]2Cn3c(ccc(C4=CCCCC4)c3=O)[C@H]2N1Cc1ccc2c(c1)OCO2
12) C[C@H]1CN([C@@H](C)CO)C(=O)Cc2cc(NS(=O)(=O)c3ccccc3)ccc2O[C@H]1CN(C)Cc1ccc(-c2ccccc2)cc1

assay / compound	7	8	9	10	11	12
Pf Dd2 inh	-21	-19	2	19	-8	6
C diff growth	7	4	-4	-1	1	66
Tcruzi prolif	118*	78	-4	.	65	42
KDM4C inh	0.3	0.4	0.4	0.0	-0.6	-3.1

13) C[C@H](CO)N1C[C@H](C)[C@@H](CN(C)C(=O)Nc2ccc(F)cc2)Oc2ccc(NC(=O)c3ccncc3)cc2CC1=O
14) Cc1ccc(S(=O)(=O)Nc2ccc3c(c2)C(=O)N([C@@H](C)CO)C[C@H](C)[C@H](CN(C)S(=O)(=O)c2ccc(F)cc2)O3)cc1
15) Cc1ccc(S(=O)(=O)Nc2ccc3c(c2)CC(=O)N([C@@H](C)CO)C[C@H](C)[C@H](CN(C)C(=O)Nc2ccccc2)O3)cc1
16) Cc1noc(C)c1NC(=O)Nc1ccc2c(c1)CC(=O)N([C@@H](C)CO)C[C@@H](C)[C@@H](CN(C)C(=O)NC(C)C)O2
17) COc1cccc(S(=O)(=O)Nc2ccc3c(c2)[C@@H]2C[C@@H](CC(=O)O)O[C@@H](CO)[C@@H]2O3)c1
18) CC=Cc1ccc2n(c1=O)C[C@H]1[C@H](CO)[C@@H](C(=O)NCc3ccccn3)N(CCC)[C@@H]21 (mixture of isomers)

assay / compound	13	14	15	16	17	18
Pf Dd2 inh	12	-21	23	11	10	20
C diff growth	-5	-2	1	-9	-4	-2
Tcruzi prolif	16	14	-50	-1	24	.
KDM4C inh	0.8	-0.4	-1.2	-0.1	-0.7	14

19) CO[C@@H]1CN(C)C(=O)c2ccc(NC(=O)Nc3ccccc3F)cc2OC[C@@H](C)NC[C@@H]1C
20) CO[C@@H]1CN(C)C(=O)c2cc(NC(=O)NC(C)C)ccc2OC[C@H](C)N(Cc2ccc(-c3ccccn3)cc2)C[C@@H]1C
21) CCCN(C)C[C@H]1Oc2cc(-c3cccc(C#N)c3)ccc2S(=O)(=O)N([C@@H](C)CO)C[C@H]1C
22) CCNC(=O)C[C@@H]1CC[C@@H]2[C@H](COc3ccc(NC(=O)Nc4ccccc4Cl)cc3C(=O)N2C)O1
23) COc1ccc(CN(C)C[C@@H]2OCCCC[C@@H](C)Oc3ccc(NS(=O)(=O)c4c(C)noc4C)cc3C(=O)N([C@@H](C)CO)C[C@@H]2C)cc1
24) O=C(c1ccccc1)N1C[C@@H]2[C@H](c3ccccc31)[C@@H](CO)N2S(=O)(=O)c1ccccc1

assay / compound	19	20	21	22	23	24
Pf Dd2 inh	-4	-32	-27	-12	-50	-5
C diff growth	-1	-2	4	16	-7	6
Tcruzi prolif	3	-34	69	-20	.	16
KDM4C inh	-0.8	1.6	13	-0.3	0.9	-4.2

25) CN(C)C(=O)[C@H]1[C@H](CO)[C@H]2Cn3c(ccc(C4=CCCCC4)c3=O)[C@H]2N1C(=O)c1ccccc1F
26) C[C@@H]1CN([C@H](C)CO)C(=O)c2cccc(NC(=O)NC3CCCCC3)c2O[C@@H]1CN(C)CC1CCCCC1
27) COc1ccccc1NC(=O)N1C[C@@H](O)COC[C@@H]2O[C@@H](CC(=O)NCCc3ccncc3)CC[C@H]21
28) O=C(C[C@H]1CC[C@H]2[C@@H](COC[C@@H](O)CN2S(=O)(=O)c2ccccc2)O1)NCc1ccc2c(c1)OCO2
29) COc1ccc(S(=O)(=O)Nc2ccc3c(c2)C(=O)N(C)C[C@@H](OC)[C@@H](C)CN[C@@H](C)CO3)cc1
30) CC(C)NC(=O)N(C)C[C@@H]1OCCCC[C@H](C)Oc2ccc(NC(=O)C3CCCCC3)cc2C(=O)N([C@@H](C)CO)C[C@H]1C

assay / compound	25	26	27	28	29	30
Pf Dd2 inh	10	-16	.	-13	-6	-15
C diff growth	-2	1	2&-8	.	-3	0
Tcruzi prolif	6	-91	3	-32	9	-8
KDM4C inh	1.3	0.7	-0.1	-0.2	0.8	-0.6

31) C[C@H](CO)N1C[C@H](C)[C@H](CN(C)C(=O)CN(C)C)Oc2ncc(C#CC3(O)CCCC3)cc2C1=O
32) CCCN1C[C@H](C)[C@H](OC)CN(C)C(=O)c2ccc(NS(C)(=O)=O)cc2OC[C@@H]1C
33) O=C(C[C@H]1CC[C@H]2[C@@H](COC[C@H](O)CN2Cc2cc(F)cc(F)c2)O1)NC1CCC1
34) Cc1ccc(-c2cnc3c(c2)C(=O)N([C@@H](C)CO)C[C@@H](C)[C@H](CN(C)C(=O)c2ccncc2)O3)cc1
35) C[C@@H]1CN([C@@H](C)CO)C(=O)c2cc(-c3ccccc3F)cnc2O[C@@H]1CN(C)C(=O)C1CCOCC1
36) O=C(Cc1cccnc1)N1[C@H](CNCC2CCC2)[C@H](c2ccccc2)[C@@H]1CO

assay / compound	31	32	33	34	35	36
Pf Dd2 inh	-2	.	-6	18	27	-26
C diff growth	-4	0	5	-6	0	0
Tcruzi prolif	19	-4	27	19	.	51
KDM4C inh	1.4	-1.6	0.8	2.6	0.6	-0.7

37) C[C@H](CO)N1C[C@H](C)[C@H](CN(C)C(=O)NC2CCCCC2)Oc2ccc(NC(=O)Nc3cccc4ccccc34)cc2CC1=O
38) COc1cccc(C#Cc2ccc([C@H]3[C@@H](CO)N4C(=O)CN(C(=O)Cc5cccnc5)C[C@@H]34)cc2)c1
39) Cc1ccc(S(=O)(=O)N(C)C[C@@H]2Oc3ccc(NC(=O)Nc4ccccc4)cc3C(=O)N([C@@H](C)CO)C[C@@H]2C)cc1
40) COc1cccc(C#Cc2ccc([C@@H]3[C@H](CO)N4C(=O)CN(C(=O)Cc5cccnc5)C[C@@H]34)cc2)c1
41) C[C@H]1CN([C@@H](C)CO)S(=O)(=O)c2ccc(C3=CCCCC3)cc2O[C@@H]1CN(C)C(=O)C1CC1
42) C[C@@H]1CCCCO[C@H](CN(C)Cc2ccc(Cl)c(Cl)c2)[C@H](C)CN([C@@H](C)CO)C(=O)c2cc(NC(=O)C3CCCCC3)ccc2O1

assay / compound	37	38	39	40	41	42
Pf Dd2 inh	-12	-19	-6	-36	3	-53
C diff growth	-1	1	-3	-2	-19	2
Tcruzi prolif	32	.	.	.	67	?
KDM4C inh	-1.4	-0.8	-3.2	-1.3	-1.9	1.9

# An excerpt from above, showing only Pf Dd2 inh, C diff growth and KDM4C inh.
nr	SMILES	Pf Dd2 inh	C diff growth	KDM4C inh
39	Cc1ccc(S(=O)(=O)N(C)C[C@@H]2Oc3ccc(NC(=O)Nc4ccccc4)cc3C(=O)N([C@@H](C)CO)C[C@@H]2C)cc1	-6	-3	-3.2
41	C[C@H]1CN([C@@H](C)CO)S(=O)(=O)c2ccc(C3=CCCCC3)cc2O[C@@H]1CN(C)C(=O)C1CC1	3	-19	-1.9

# Next part.
43) COC(=O)C[C@H]1C[C@@H]2c3cc(NC(=O)Nc4ccc(OC)cc4)ccc3O[C@@H]2[C@H](CO)O1
44) C[C@@H]1CCCCO[C@H](CN(C)C(=O)c2ccccc2)[C@H](C)CN([C@@H](C)CO)C(=O)c2cc(NS(=O)(=O)c3ccc(F)cc3)ccc2O1
45) C[C@H]1CN([C@@H](C)CO)S(=O)(=O)c2ccc(-c3ccc(C#N)cc3)cc2O[C@H]1CN(C)C
46) CC(C)NC(=O)Nc1cccc2c1O[C@H](CN(C)Cc1ccc(Oc3ccccc3)cc1)[C@@H](C)CN([C@@H](C)CO)C2=O
47) C[C@@H]1CN([C@@H](C)CO)C(=O)CCCn2nncc2CO[C@@H]1CN(C)Cc1ccc(-c2ccccc2)cc1
48) C[C@@H]1CN([C@H](C)CO)C(=O)c2cccc(NC(=O)NC3CCCCC3)c2O[C@@H]1CN(C)Cc1ccc(C(=O)Nc2ccccc2N)cc1

assay / compound	43	44	45	46	47	48
Pf Dd2 inh	8	-21	.	-64	-31	-84*
C diff growth	1	3	-4	4	-2	.
Tcruzi prolif	-1	61	7	?	24	77
KDM4C inh	-0.6	1.4	-0.9	-1.5	-0.3	-0.2

49) CO[C@@H]1CN(C)C(=O)c2cc(NC(=O)Nc3c(C)noc3C)ccc2OC[C@@H](C)N(C(=O)Nc2cccc(Cl)c2)C[C@H]1C
50) C[C@@H]1CN([C@@H](C)CO)C(=O)c2ccccc2-c2ccccc2CO[C@H]1CN(C)C(=O)[C@@H](Cc1ccccc1)N(C)C
51) CC(C)NC(=O)Nc1ccc2c(c1)C(=O)N([C@H](C)CO)C[C@H](C)[C@@H](CN(C)S(C)(=O)=O)O2
52) COc1ccc(NC(=O)N(C)C[C@H]2OCCCC[C@H](C)Oc3ccc(NC(=O)C4CCCCC4)cc3C(=O)N([C@@H](C)CO)C[C@@H]2C)cc1
53) C[C@H]1CN([C@@H](C)CO)C(=O)c2cc(Br)cnc2O[C@@H]1CN(C)C(=O)C1CCC1
54) CO[C@@H]1CN(C)C(=O)c2ccc(NC(=O)c3nc4ccccc4s3)cc2OC[C@@H](C)N(Cc2cncnc2)C[C@H]1C

assay / compound	49	50	51	52	53	54
Pf Dd2 inh	.	10	14	?	23&26	-66
C diff growth	.	-1	2	-4	-5	.
Tcruzi prolif	5	-59	8	69	12&-10	.
KDM4C inh	-1.4	-0.1	-0.8	-2.6	-2.3	0.0

# 3 of the entries above in order of the KDM4C inh value, falling:
no.	structure	KDM4C inh
54	CO[C@@H]1CN(C)C(=O)c2ccc(NC(=O)c3nc4ccccc4s3)cc2OC[C@@H](C)N(Cc2cncnc2)C[C@H]1C	0.0
53	C[C@H]1CN([C@@H](C)CO)C(=O)c2cc(Br)cnc2O[C@@H]1CN(C)C(=O)C1CCC1	-2.3
52	COc1ccc(NC(=O)N(C)C[C@H]2OCCCC[C@H](C)Oc3ccc(NC(=O)C4CCCCC4)cc3C(=O)N([C@@H](C)CO)C[C@@H]2C)cc1	-2.6

# (listing goes on)
55) Cc1ccccc1S(=O)(=O)N1[C@H](C#N)[C@@H](c2ccccc2)[C@H]1CO
56) C[C@@H]1CN([C@@H](C)CO)C(=O)Cc2cc(NC(=O)c3ccncc3)ccc2O[C@H]1CN(C)Cc1ccc2c(c1)OCO2
57) CC(C)C#Cc1ccc2c(c1)O[C@@H](CN(C)C(=O)C1CCC1)[C@@H](C)CN([C@@H](C)CO)S2(=O)=O
58) COCC(=O)N1CC2(C1)CN(S(C)(=O)=O)[C@H](CO)c1[nH]c3cc(OC)ccc3c12
59) CC(C)C#Cc1cnc2c(c1)C(=O)N([C@@H](C)CO)C[C@@H](C)[C@@H](CN(C)Cc1ccccc1F)O2
60) CCC(=O)N1CC2(CCN(C(C)=O)CC2)c2c([nH]c3cc(OC)ccc23)[C@@H]1CO
61) C[C@H](CO)N1C[C@H](C)[C@@H](CN(C)C(=O)C2CCC2)Oc2cc(C#Cc3ccncc3)ccc2S1(=O)=O
62) CCC(=O)N1CC[C@H]2[C@H](CO)Nc3ccc(C#Cc4cccnc4)cc3[C@H]21

assay / compound	55	56	57	58	59	60	61	62
Pf Dd2 inh	28	-1	-43	59	.	16	-13	-14
C diff growth	-4	-2	.	0	2	-6	2	2
Tcruzi prolif	19	-42	49	.	65	.	-76	45
KDM4C inh	-0.2	1.2	5.0	0.5	-2.4	-0.3	-0.6	-3.3

# High-throughput results from PubChem BioAssay.
